# AGP1-GFP MLPCN: modulators of AGP1-GFP expression in yeast TOR pathway, primary screen, cell-based, multiplex flow cytometry, S. cerevisiae, MLPCN library; 3 h; GFP as percent of DMSO wells; GFP response vs DMSO, % at 10 µM; 0.02% of 320,000 active;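 active means GFP response relative to DMSO above a set limit, near screen average plus 3 SD, cut at about 150% in these data; inconclusive means fewer than 70 cells counted for the yeast strain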;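 further: median GFP channel fluorescence of the gated AGP1 strain per well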
# JMJD2C inh: inhibitors of GASC-1 histone demethylase, primary screen, biochemical, fluorescence, DELFIA europium; Lysine-specific demethylase 4C (Homo sapiens), Q9H3R0; GST-JMJD2C(1-420) H3K9me3 demethylation; inhibition, % at 2.35 µM; 0.069% of 330,000 active; AID 2099, 2009;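 active means more than half of a compound's replicate wells show inhibition beyond 50%, single wells judged on their own value; inconclusive means some, but no more than half, of replicates pass 50% inhibition; inactive means no replicate passes 50% inhibition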;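 further: signal counts dimethyl H3K9 product captured on neutravidin plate; 0% = median of DMSO wells and 100% = 0.3 times that DMSO median; strong numbers were not always called active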
# Target sequence (Q9H3R0 1-420 limits assumed): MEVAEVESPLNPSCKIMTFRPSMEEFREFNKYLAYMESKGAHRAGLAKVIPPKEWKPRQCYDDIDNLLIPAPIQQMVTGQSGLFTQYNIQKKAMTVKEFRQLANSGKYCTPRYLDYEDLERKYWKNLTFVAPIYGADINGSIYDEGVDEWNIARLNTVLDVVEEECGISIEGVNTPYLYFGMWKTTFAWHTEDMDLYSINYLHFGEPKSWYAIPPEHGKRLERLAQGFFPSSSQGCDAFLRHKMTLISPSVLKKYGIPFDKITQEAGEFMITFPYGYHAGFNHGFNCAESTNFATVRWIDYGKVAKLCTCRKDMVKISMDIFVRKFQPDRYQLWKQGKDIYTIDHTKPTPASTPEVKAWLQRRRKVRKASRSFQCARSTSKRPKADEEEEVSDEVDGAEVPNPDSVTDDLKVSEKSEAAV
# VLA-4 inh: inhibition in human VLA-4 binding assay, primary screen, VLA-4 allosteric modulator project, MLPCN library, flow cytometry, VLA-4 expressing cells. Integrin alpha-4 (Homo sapiens), P13612. 0.2% of 330,000 active. AID 2557, 2010. inhibition, % (about 7 µM as worked out from the volumes in the protocol). ligand binding flow cytometry; in the data active means inhibition above about 50%
# GRK2 aptamer HTS: compounds blocking aptamer binding on GRK2 – biochemical, human GRK2, bead flow cytometry, HTS, primary screen; inhibition of aptamer binding, % at 10 µM; FAM-aptamer displacement from GRK2; 0.59% of 330,000 active; Beta-adrenergic receptor kinase 1 (Homo sapiens), P25098;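 active means inhibition of aptamer binding above 40%, roughly 3 SD of noise, on plates passing a quality check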;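 further: median bead fluorescence of bound FAM aptamer so fluorescent compounds give negative values; no value below 0 was filed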
# MEP2-GFP yeast: modulators of MEP2-GFP levels in yeast, primary screen, S. cerevisiae, multiplex flow cytometry, MLPCN library | S. cerevisiae MEP2-GFP strain, 3 h; 100% = DMSO control level | GFP response vs DMSO, % at 10 µM | 0.51% of 330,000 active;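 active means GFP response versus DMSO above a set limit, roughly screen mean plus 3 SD, cut at about 180% in these data; inconclusive means fewer than 70 cells counted for a yeast strain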;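 further: median GFP fluorescence of the barcode-gated MEP2-GFP cells per well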
# CIT2 TOR yeast: modulators of CIT2-GFP expression in yeast, primary screen, S. cerevisiae, GFP fusion, multiplex flow cytometry, MLPCN library | S. cerevisiae CIT2-GFP strain, 3 h; 100 means same as DMSO wells | GFP response vs DMSO, % at 10 µM | 0.065% of 320,000 active | AID 2029, 2009;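 active means GFP response relative to DMSO above a set limit, near the screen mean plus 3 SD, cut at about 150% in these data; inconclusive means Fewer than 70 cells measured for a yeast strain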;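 further: ratio of well median GFP fluorescence to mean of DMSO wells on the plate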
# LAP4 TOR yeast: modulators of LAP4-GFP expression in yeast, primary screen, S. cerevisiae, multiplex flow cytometry, MLPCN library. 3 h; median GFP as percent of DMSO wells. GFP response vs DMSO, % at 10 µM. AID 2023, 2009. 0.34% of 320,000 active;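 active means GFP response vs DMSO above a set limit, about the screen mean plus 3 SD, cut at about 150% in these data; inconclusive means under 70 cell events counted for the yeast strain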
# RPL19A-GFP yeast: RPL19A-GFP expression modulators in yeast, primary screen, cell-based, S. cerevisiae, multiplex flow cytometry, MLPCN; S. cerevisiae RPL19A-GFP strain, 3 h; hits give low values; percent response vs DMSO, % at 10 µM; 0.3% of 330,000 active; AID 2025, 2009;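 active means percent response vs DMSO below 50%; inconclusive means fewer than 70 events counted for the yeast strain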;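 further: median channel GFP fluorescence of the barcoded RPL19A-GFP strain; ratio of sample median GFP to plate DMSO average so 100% = DMSO; lower means less RPL19A-GFP as with rapamycin TOR inhibition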
# The depositor's hits bear a star; ? = inconclusive; . = not tested or not shown; & = joins results of further samples; [ ] = remark or other dose.
SMILES	GRK2 aptamer HTS	RPL19A-GFP yeast	JMJD2C inh	VLA-4 inh	MEP2-GFP yeast	AGP1-GFP MLPCN	LAP4 TOR yeast	CIT2 TOR yeast
CCOc1ccc(S(=O)(=O)N2CCN(c3ccccc3OC)CC2)c2cccnc12	4	106	0	-6	114	112	108	103
C=CCN(C(=O)c1ccc2c(c1)nnn2C)c1ccccc1	0	103	8	-10	102	102	98	104
CCCS(=O)(=O)NCCc1cc2c(OC)ccc(OC)c2[nH]c1=O	1	98	4	2	113	98	107	99
CCOC(=O)c1nn(-c2ccc(C)cc2)c(=O)cc1OCC(=O)Nc1ccc(OC)cc1	0	106	7	-1	103	114	106	107
O=C(CSc1ccccc1)NCCc1ccc(F)cc1	2	91	4	-10	91	98	86	101
CCOC(=O)c1sc(=NC(=O)CCS(=O)(=O)c2ccccc2)n(C)c1C	0	94	-14	-34	97	95	94	92
CC(C)(C)SCCNS(=O)(=O)c1ccc(Cl)cc1	0	105	-16	9	103	107	108	104
Fc1ccc(-c2nc3ccccc3c3nc4ccccc4n23)cc1	0	90	-21	14	93	83	93	87
O=C(O)C1CSC2c3ccccc3C(=O)N12 (centres undefined)	0	98	-2	9	95	105	95	96
CC(=O)c1c(C)oc2c1C(=O)c1ccccc1C2=O	0	112	-5	12	94	84	121	59
Cc1ccc(C)c(NC(=S)N2C3CCCC2CC(NC(=O)C2CC2)C3)c1 (centres undefined)	2	97	-3	-14	89	83	79	119
CC(C)C(NC(=O)OCc1ccccc1)C(=O)NC1CCCCC1 (centres undefined)	2	109	-8	9	115	109	115	109
CC1CCc2c(sc3nc(CSc4nnnn4C)[nH]c(=O)c23)C1 (centres undefined)	1	100	5	-6	100	98	104	106
Nc1c(C(=O)N2CCCCC2)sc2nc3c(cc12)CCCC3	2	93	1	0	100	92	85	87
CCc1ccc(CNC(=O)Cc2ccc(NC(=O)C3=C(C)OCCS3)cc2)cc1	1	97	-5	0	114	98	92	104
O=C1CC(c2ccc(F)cc2)CC2=C1C(c1ccc([N+](=O)[O-])o1)Nc1ccccc1N2 (centres undefined)	2	93	-23	-1	89	112	105	105
CCOC(=O)c1sc2nc(C)nc(SCC(=O)N(CC)C3CCS(=O)(=O)C3)c2c1C (centres undefined)	1	102	4	-9	105	107	100	108
Cn1c(Cn2c(=O)sc3ccccc32)nnc1SCC(=O)Nc1ccccc1	2	101	-3	8	107	98	100	101
COc1ccc(-n2nc(C(=O)NCC(=O)N3CCN(Cc4ccccc4)CC3)c3ccccc3c2=O)cc1OC	4	95	-115	-5	98	90	94	89
N#Cc1ccc(OCC(=O)OCC(=O)NC2CC2)cc1	6	104	10	36	105	101	103	101
O=C(Nc1ccc(Br)cc1Cl)c1cnccn1	14	97	0	-2	103	93	116	101
COc1cc(C)nc(Oc2ccc(OCCOc3ccc(C)cc3)nn2)n1	0	100	5	-1	105	94	97	96
COc1cccc(N2CCN(C(=O)c3ccc(=O)oc3)CC2C)c1 (centres undefined)	1	100	12	9	105	103	99	103
Cc1cc(NC(=O)CCC(=O)N(c2cccnc2)C(C(=O)NC2CCCC2)c2ccccc2)no1 (centres undefined)	1	96	-1&18	15	99	94	93	90

# 3 entries out of the list above, arranged by the number in LAP4 TOR yeast, highest first.
canonical_smiles | LAP4 TOR yeast
Cn1c(Cn2c(=O)sc3ccccc32)nnc1SCC(=O)Nc1ccccc1 | 100
COc1cccc(N2CCN(C(=O)c3ccc(=O)oc3)CC2C)c1 (centres undefined) | 99
COc1cc(C)nc(Oc2ccc(OCCOc3ccc(C)cc3)nn2)n1 | 97

# Next section.
SMILES	GRK2 aptamer HTS	RPL19A-GFP yeast	JMJD2C inh	VLA-4 inh	MEP2-GFP yeast	AGP1-GFP MLPCN	LAP4 TOR yeast	CIT2 TOR yeast
COc1cc2cc(CN(Cc3cccs3)C(=S)Nc3ccccc3)c(=O)[nH]c2cc1OC	10	103	1	4	100	106	99	104
C[N+](C)(C)C/C=C1/COCO1	0	103	10	18	125	102	109	102
Cc1ccc(S(=O)(=O)/N=C2/NC(=O)/C(=C/c3ccccn3)S2)cc1	0	104	18	4	106	96	109	97
Cc1ccc(Cn2ccc(NC(=O)c3cc(-c4ccco4)on3)n2)cc1	1	96	-2	1	100	96	99	100
CC1=C(C)CC(C(=O)NNC(=O)c2csc3c2CCC(C(C)(C)C)C3)C(C(=O)O)C1 (centres undefined)	2	94	-5	-16	93	93	88	102
COc1cc(C2CC(=O)c3c([nH]c(C(=O)OCCOC(C)C)c3C)C2)cc(OC)c1OC (centres undefined)	0	95	8	-1	116	107	102	98
Cc1c(NC(=O)C2(c3ccccc3)CCOCC2)c(=O)n(-c2ccccc2)n1C	0	102	3	0	104	108	102	109
O=C(O)C1=C[C@@H](C2CCCCC2)C[C@@H](OCCCCO)O1	5	99	-3	26	98	95	138	122
Cc1ccccc1N(CC(=O)N1CCN(c2ccccc2)CC1)S(C)(=O)=O	5	99	15	-5	106	99	100	100
O=C(NC(=S)Nc1cccc(Cl)c1N1CCCCC1)c1ccco1	0	98	-3	0	98	99	95	91
CCOc1cc(NC(=S)NCc2ccccc2)c(OCC)cc1NC(=O)C(C)C	2	103	-5	3	110	96	92	101
Cc1ccc(-c2ccc(SCC(=O)Nc3nonc3C)nn2)cc1	2	98	2	6	106	102	107	97
Cc1cccc(NC(=O)NC2(C)CCS(=O)(=O)C2)c1 (centres undefined)	3	102	0	7	104	99	96	106
COCCNCCCOc1ccc(Br)cc1Cl	1	101	-16	6	79	87	82	108
O=C1c2cccc3cccc(c23)N1CN1CCN(c2ccccn2)CC1	2	107	3	3	108	101	102	95
CC1CCN(C(=O)C(=O)c2cn(CC(=O)N3CCCCCC3)c3ccccc23)CC1	30	101[may fluoresce green]	-5	-16	101[may fluoresce green]	99[may fluoresce green]	97[may fluoresce green]	100[may fluoresce green]
O=C(CN(Cc1ccccc1)C(=O)CNS(=O)(=O)c1ccc(F)cc1)NCC1CCCO1 (centres undefined)	7	106	-4	0	106	110	105	107
O=S(=O)(NCc1c(Cl)cccc1Oc1ccccc1)c1ccccc1	12	108	-1	0	99	108	114	100
O=C(NC1CC1)C1=C[C@@H](c2c[nH]c3ccccc23)C[C@@H](OCCCCO)O1	1	104	-6	11	97	94	112	92
COC1CCN(Cc2cn(Cc3ccccc3)nc2-c2cc3ccccc3o2)CC1	0	103	2	11	93	97	93	103
COc1cc(/C=C2\SC(=O)NC2=O)ccc1Oc1ccc([N+](=O)[O-])cn1	2	105	-6	-6	110	111	115	100
CC1CCN(c2ccc(NC(=O)C3CCCN3S(=O)(=O)c3ccc(F)cc3)cc2)CC1 (centres undefined)	0	93	.	-59	96	89	89	90
Cc1ccc(S(=O)(=O)N2CCN(Cc3ccco3)CC2)cc1C	19	108	-16	-7	99	89	80	97
O=C(CCCn1c(=O)[nH]c2ccsc2c1=O)N1CCCCC1	0	99	-17	17	102	100	101	99
COc1ccc(C2C(C(=O)c3cccs3)=C(O)C(=O)N2Cc2cccnc2)cc1OC (centres undefined)	1	92	25	-6	90	95	93	92
CC(C)CN(CC(C)C)C(=S)NC1CCCCC1	2	102	2	7	103	106	101	94
Cc1cc(NC(=O)c2cnn3c(C(F)F)cc(-c4ccccc4)nc23)no1	1	97	-10	-4	114	103	113	107
CC(=O)NC(c1ccccc1)c1nc2ccccc2[nH]1 (centres undefined)	0	103	6&-3	-9	114	103	105	100
Cc1ccc(CNC(=O)c2ccc(N3CCC4(CC3)CC(c3cccc(Br)c3)=NO4)c(NC(=O)c3c(Cl)cccc3Cl)c2)cc1	0	105	-2	2	105	105	142	131
CC(C(=O)NCc1ccccc1)N1C(=O)CN(C)C(=O)c2ccccc21 (centres undefined)	0	100	-73	-6	97	97	95	94
COc1cccc(-c2csc(N3CCN(C(=S)Nc4ccccc4C)CC3)n2)c1	0	104	7	0	96	90	90	107
Cc1cc(NC(=O)/C(C#N)=C/c2ccc(-c3ccc(SC(F)F)cc3)o2)n(-c2ccccc2)n1	3	103	-6	0	103	94	93	104
O=C(NCCc1ccc(F)cc1)Nc1ccccc1	2	111	1	-1	108	106	94	108
COc1ccc(NN=Nc2ccc([N+](=O)[O-])cc2)cc1	2	101	0	-6	104	98	101	105
CCC(C(=O)NCc1ccccn1)n1c2ccccc2c2nc(=O)cc(C)n21 (centres undefined)	0	104	-9	-2	101	104	103	104
O=C(COc1ccc(F)cc1)N(CC1=CCS(=O)(=O)C1)c1ccccc1	2	98	?	-7	103	101	105	94
COc1ccccc1CN1CCNC(=O)C1CC(=O)NCCCN1CCCC1=O (centres undefined)	0	96	-20	-93	98	95	96	95
O=C(NCC(c1cccs1)N1CCOCC1)c1cc2ccccc2oc1=O (centres undefined)	0	100	-6	5	95	92	96	92
CCCn1cc(CN2CCN(Cc3ccc(C)o3)C(CCO)C2)c(C)n1 (centres undefined)	0	109	-20	-2	116	101	93	109
Nc1nnc(/C=C/c2cccc([N+](=O)[O-])c2)s1	0	98	2	1	99	98	95	98
CCCCN(CC)C(=O)c1oc2ccc(S(=O)(=O)N3CCCC3)cc2c1C	2	104	5	0	101	110	109	99
O=C(OCC#CCSc1nnc(-c2ccc(Br)cc2)o1)c1ccco1	0	98	7	-2	101	94	105	91
CCCOc1cccc(-c2cc(C(=O)NNC(=S)NCC)c3ccccc3n2)c1	2	101	-7	4	98	100	96	109
O=C(CN1C(=O)C(=O)N(C2CCCC2)C1=O)Nc1cc(Cl)ccc1[N+](=O)[O-]	0	96	-6	20	96	103	104	95
Cc1cc(C)n2c(=O)c3ccc(Cl)cc3nc2c1C#N	0	?	6	4	?	?	?	?
CC1(C)CC(NC(=O)Cc2ccccc2[N+](=O)[O-])CC(C)(C)N1	0	103	7	12	110	107	96	110
COc1ccc(CNC(=O)C(c2ccncc2)N(C(=O)Cc2cccs2)c2ccccc2C)cc1 (centres undefined)	0	96	14	-5	99	102	99	105
O=C(O)c1ccc2c3c(ncnc13)-c1ccccc1C2=O	3	101	1	-26	150	99	170*	116
CC(=O)c1sc(NC(=O)CCN2C(=O)c3ccccc3C2=O)nc1C	2	112	-7	-10	98	91	65	103
O=C(/C=C/Nc1nccs1)C(F)(F)Cl	0	97	3	-3	103	92	87	100
COc1cc(C)c(COc2ncnc3ccccc23)cc1OC	0	87	-5	15	93	88	93	83
CCOC(=O)c1cnc(-n2cc(C)cn2)nc1Nc1ccccc1OCC	2	98	10	-11	102	101	96	83
CCc1nnc(NC(=O)CSc2ccc(-c3nc4ccccc4[nH]3)cn2)s1	0	92	-5	3	100	96	95	93
O=C(CNC(=O)c1cccc(F)c1)OCC(=O)N1CCCCC1	0	105	5	-4	108	103	95	104
Cc1ccc(S(=O)(=O)N2CCOCC2)cc1C(=O)NCCCn1ccnc1	0	96	4	10	106	96	94	89

# High-throughput results from PubChem BioAssay.
